Screens deposited in PubChem by National Center for Advancing Translational Sciences (NCATS).
POLB inh: qHTS Assay for Inhibitors of DNA Polymerase Beta. P06746. Pol beta primer extension/strand displacement, fluorescence kinetic. Potency, µM (series often up to 114 µM), without a hit: top-dose activity change, negative = inhibition, most hits filed as inhibitors. hit rate 1.3% among 340,000. AID 485314, 2010; note: potency is the fitted concentration of half-maximal effect; % is set by controls: 0 for no effect and ±100 for the full control effect
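Kinetic readout of DNA synthesis with strand displacement by Pol beta. Compound and 10 nM enzyme sit 15 min at room temperature; 50 nM substrate starts the reaction, read immediately and at 10 min.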
LDHA inh: qHTS assay for inhibitors of human lactate dehydrogenase. L-lactate dehydrogenase A chain (Homo sapiens), P00338. purified LDHA, NADH/diaphorase-resazurin fluorescence; hits give low values. activity change, % (values are at about 110 or 230 µM). hit rate 0.15% among 480,000. AID 1347041, 2019; in the data active = activity change below about -30%; inconclusive = mostly about -25% to -30%;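 note: plate controls were DMSO wells for no effect and wells without enzyme for full effect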
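Human LDH5 (2 nM) was incubated with 0.06 mM NADH and 0.2 mM pyruvate for 5 min at room temperature in Tris pH 7.4. Remaining NADH was coupled through diaphorase/resazurin, and resorufin fluorescence was read at 0 and 20 min.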
APE1 inh: qHTS Assay for Inhibitors of the Human Apurinic/apyrimidinic Endonuclease 1 (APE1). DNA repair nuclease/redox regulator APEX1 (Homo sapiens), P27695. recombinant APE1, TAMRA/BHQ-2 abasic DNA cleavage fluorescence. Potency, µM (top dose mostly 65.8 µM), for inactives: top-dose activity change, negative = inhibition, most hits filed as inhibitors. hit rate 0.35% among 350,000. AID 2517, 2012;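 note: potency is the fitted concentration of half-maximal effect; plate controls were vehicle for no effect and reference inhibitor for full effect; nearly all actives have a fitted effect of over 55% in size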
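APE1 at 0.75 nM preincubated 15 min at room temperature with compound. Reaction then started with 50 nM double-stranded THF-abasic substrate labelled with TAMRA/BHQ-2, and 525/598 nm fluorescence read kinetically. Activity taken as third-minus-first read difference, normalized to DMSO and NSC13755 controls.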
12-LOX inh: Primary qHTS assay for inhibitors of human arachidonate 12S-lipoxygenase (ALOX12): Round 2; Polyunsaturated fatty acid lipoxygenase ALOX12 (Homo sapiens), P18054; purified 12hLO, xylenol orange hydroperoxide absorbance; Potency, µM (highest dose often 108 µM), inactives show at the highest dose activity change, negative = inhibition, hits mostly inhibitors; hit rate 1.1% among 580,000; note: potency is the fitted concentration of half-maximal effect; % is set by controls: 0 for no effect and ±100 for the full control effect
Target sequence (P18054 whole entry, looked up): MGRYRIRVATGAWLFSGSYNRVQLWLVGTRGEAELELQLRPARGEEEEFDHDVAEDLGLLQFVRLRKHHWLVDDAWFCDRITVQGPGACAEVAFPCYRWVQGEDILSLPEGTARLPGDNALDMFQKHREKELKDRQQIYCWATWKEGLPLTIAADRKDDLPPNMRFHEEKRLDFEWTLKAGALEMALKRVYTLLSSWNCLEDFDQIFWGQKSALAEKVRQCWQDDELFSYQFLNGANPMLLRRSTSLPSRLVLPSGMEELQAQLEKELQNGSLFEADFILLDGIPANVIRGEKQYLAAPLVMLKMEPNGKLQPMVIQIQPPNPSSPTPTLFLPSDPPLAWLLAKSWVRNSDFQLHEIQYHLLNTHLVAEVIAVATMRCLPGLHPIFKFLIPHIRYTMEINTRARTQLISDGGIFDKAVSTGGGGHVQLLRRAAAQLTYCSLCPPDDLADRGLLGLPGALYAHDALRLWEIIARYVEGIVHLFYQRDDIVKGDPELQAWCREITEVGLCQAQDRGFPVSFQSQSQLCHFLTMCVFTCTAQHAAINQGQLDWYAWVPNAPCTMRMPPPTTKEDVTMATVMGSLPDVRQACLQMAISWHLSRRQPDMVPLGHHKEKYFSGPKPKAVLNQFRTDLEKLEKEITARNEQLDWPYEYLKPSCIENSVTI
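Purified human 12hLO at 150 nM in 25 mM Hepes, 0.01% Triton X-100, pH 7.0, preincubated 15 min at room temperature with compound. Reaction started with 40 uM arachidonic acid, 30 min at room temperature. Hydroperoxide measured by Fe-xylenol orange, 573/405 nm absorbance ratio.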
ERG-DNA inh: qHTS for Small Molecule Inhibitors of the ERG Ets/DNA interaction. Transcriptional regulator ERG (Homo sapiens), P11308. fluorescence polarization, His-ERG Ets domain / labelled DNA. Potency, µM (titrated, usually from 76.9 µM), for the others: at the highest dose FP activity, negative = inhibition, usual class: inhibitors. hit rate 0.028% among 370,000. AID 624246, 2012; active = well fitted inhibition curve with a large enough effect in the polarisation, with a control signal flat; inconclusive = small, poorly fitted or top-dose-only effect, or effect the other way, or a change in a side signal; inactive = no such curve, though single readings can be large or run the other way; the % refers to the polarisation;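 note: polarization taken with two DNA probes labelled with fluorescein and Texas red; potency is the fitted concentration of half-maximal effect; % of control where 0% means no effect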
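His-tagged ERG Ets domain (1 uM in the protein solution; 300mM KCl, 50mM Tris-HCl, 1mM EDTA, 1mM DTT, pH 7.5) received compound, then a probe mix of 5 nM fluorescein-DNA and 100nM Texas-615-DNA. Fluorescence polarization was read for both dyes.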
Anesthetic bind: qHTS Assay for Identification of Novel General Anesthetics; Ferritin light chain (Equus caballus), P02791; apoferritin/1-aminoanthracene competitive binding, fluorescence; Potency, µM (highest dose often 77.5 µM), inactives show top-dose activity change, negative = displacement, most hits filed as inhibitors; hit rate 0.074% among 350,000; AID 485281, 2010; note: potency is the fitted concentration of half-maximal effect; % is set by controls: 0 for no effect and ±100 for the full control effect; nearly all actives have a fitted effect of over 20% in size
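Apoferritin-based anesthetic binding model; compound displacement of fluorescent 1-AMA measured as endpoint fluorescence after 10 minutes at room temperature, scaled to free-ligand and complex controls.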
RGS4 inhibitor: Inhibitors of Regulator of G Protein Signaling (RGS) 4: qHTS. Potency, µM (series often up to 114 µM), for the others: at the top dose activity change, negative = inhibition, most hits filed as inhibitors. hit rate 0.039% among 390,000. Transcreener GDP fluorescence polarization, RGS4-accelerated GTP hydrolysis. Regulator of G-protein signaling 4 (Homo sapiens), P49798; note: potency is the fitted concentration of half-maximal effect; % is set by controls: 0 for no effect and ±100 for the full control effect; nearly all actives have a fitted effect of over 75% in size; some results filed as inactive show a strong effect at the top dose
Target sequence (P49798 whole entry, looked up): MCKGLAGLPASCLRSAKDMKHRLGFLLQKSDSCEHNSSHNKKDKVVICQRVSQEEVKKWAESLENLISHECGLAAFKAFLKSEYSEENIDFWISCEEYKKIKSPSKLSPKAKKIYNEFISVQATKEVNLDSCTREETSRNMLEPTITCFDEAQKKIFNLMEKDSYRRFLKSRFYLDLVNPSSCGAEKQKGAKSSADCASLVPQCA
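MLSMR compounds (23 nl, pin-transferred) preincubated 10 min at room temperature with a 500nM (2x) first reagent, then RGS4 at 900nM (2x) plus Transcreener GDP mix added; fluorescence polarization (620/688 nm) read before and after 90 min at 30 °C.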
Pol kappa inh: qHTS for Inhibitors of Polymerase Kappa. AID 588579, 2011. purified Pol kappa, fluorescent DNA synthesis assay, 10 min. Potency, µM (titrated, usually from 107 µM), for inactives: at the top dose activity, negative = inhibition, actives largely listed as inhibitors. hit rate 0.53% among 400,000; note: potency is the fitted concentration of half-maximal effect; % is set by controls: 0 for no effect and ±100 for the full control effect
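Enzyme at 10 nM met test compounds for 15 min at room temperature. Substrate addition (50 nM final) began the reaction, which was monitored by fluorescence at 0 and 10 min.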
Pol eta inh: qHTS for Inhibitors of Polymerase Eta; recombinant Pol eta, fluorescent DNA replication assay; Potency, µM (titrated, usually from 114 µM), for inactives: top-dose activity change, negative = inhibition, usual class: inhibitors; hit rate 1.2% among 390,000; AID 588591, 2011; note: potency is the fitted concentration of half-maximal effect; % is set by controls: 0 for no effect and ±100 for the full control effect
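Pol eta (10 nM) was preincubated with compounds for 15 min at room temperature, after which fluorescent replication substrate (50 nM final) was added to start the reaction. Fluorescence was read kinetically at 0 and 10 min.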
Active calls of the source: *; i = inactive; ? = inconclusive; / = no result given; & = joins results of further samples; [ ] = dose if it differs, or a comment. Unless noted, calls come from the whole dose curve; as a rule, active = well fitted curve in the direction sought with a large enough effect; inconclusive = small, poorly fitted or top-dose-only effect, or another doubt; inactive = no such curve, though single readings can be large; an effect the other way counts as inactive or inconclusive. An excerpt, so the mix of outcomes need not match the whole.

SMILES,POLB inh,LDHA inh,APE1 inh,12-LOX inh,ERG-DNA inh,Anesthetic bind,RGS4 inhibitor,Pol kappa inh,Pol eta inh
C=C1CCN([C@@H](C)C(=O)NCc2ccc(OC)cc2)S(=O)(=O)c2ccccc21,-16%,-2,-3%,2%,7%,-6%,-24%,-7%,-17%
Fc1cccc(-n2cc(-c3ccccc3)c3c(=S)nc[nH]c32)c1,1%,-1,-6%,?,7%,-12%,-16%,18%,-7%
CCOC(=O)CN(C(=O)CNC(=O)c1cccs1)C(C(=O)NC1CCCC1)c1cccnc1 (centres undefined),7%,-2,10%,-6%,1%,-13%,14%,-11%,-14%
CCOc1ccc(Nc2c(S(=O)(=O)c3ccc(C)cc3)cnc3ccc(OC)cc23)cc1,?,-2,/,2%,-4%,?,9%,-19%,-12%
Cc1ccc(Nc2nc(N)nc(COC(=O)C3=COCCO3)n2)cc1,/,0,20%,10%,15%,/,10%,-11%,-9%
CCOC(=O)C1CCCN(C(=O)c2cc3c(=O)n(C)c4ccccc4c3n2C)C1 (centres undefined),1%,4,1%,371%[activator],12%,-6%,-19%,-16%,-22%
O=C(COC(=O)Cc1ccsc1)Nc1ccc(Br)cc1,/,-2,-6%,24%,-5%,/,-2%,-18%,-11%
CS(=O)(=O)N1CCN=C1SCc1ccc([N+](=O)[O-])cc1,19%,-6,-4%,0%,4%,?,-6%,3%,-4%
CCOC(=O)c1nn(-c2ccc(C)cc2)cc1O,-22%,-6,13%,-5%,-5%,-6%,31%,1%,-4%
Cc1cccc(N2CCCC2=Nc2ccc(Br)cc2C#N)c1,77%,2,-2%,11%,/,-11%,6%,-15%,-9%
CC1(C)CC(=O)c2c(nn(-c3ccccc3)c2-c2ccncc2)C1,25%,-3,-3%,-22%,-2%,-1%,-24%,4%,-10%
CCOc1ccccc1NC(=O)C(OC(=O)C1CC1)c1ccccc1 (centres undefined),26%,-2,3%,13%,-2%,3%,1%,-16%,-18%
Cc1cccc(OCCNC(=O)c2cccc(Oc3ccc(C(F)(F)F)cc3[N+](=O)[O-])c2)c1,-17%,2,1%,-2%,-8%,-11%,-11%,-8%,-18%
CC(=O)NC1CC2CCCC(C1)N2C(=O)Nc1cccc(Cl)c1 (centres undefined),/,-2,/,-37%,6%,/,-21%[56.9 µM],-2%,-6%
CCC1CN(C(=O)N2CCC(C(=O)NCCN(C)C)CC2)c2ccccc2O1 (centres undefined),16%,-2,/,-1%,2%,?,-4%,2%,-17%
O=C1CCC(=O)N1c1cccc(OS(=O)(=O)c2ccccc2)c1,28%,-7,4%,-5%,5%,-6%,-4%,3%,-7%
O=C(Cn1nnc2ccccc21)NCc1ccccc1,-2%,-1,3%,0%,-4%,-4%,5%,4%,-8%
CCc1sc(Nc2ccc(C)cc2Br)nc1-c1cc2cccc(OC)c2oc1=O,-3%,-3,/,5%,2%,2%,-6%,1%[60.1 µM],-22%
CCN1CCN(C(=O)/C=C/c2ccc(C)o2)CC1,21%,0,3%,-31%,/,12%,5%,-5%,-12%
COc1ccc(-c2cn3c(n2)sc2cc(C(=O)NCCc4ccc(OC)cc4OC)ccc23)cc1,-2%,-5,/,-19%,0%,5%,15%,5%,-8%
CNC(=O)/C(C#N)=C/c1c(N2CCCCCC2)nc2c(C)cccn2c1=O,26%,-13,13%,0%,-1%,2%,-11%,-17%[60.1 µM],-20%
COc1ccc2nc(Cl)c(/C=N/Nc3ccccn3)cc2c1,-4%,-2,-4%,i,-8%,-1%,-4%,2%,-6%
N/C(CC1CC1(Cl)Cl)=N\OC(=O)c1ccccc1 (centres undefined),0%,-4,-4%,57%[activator],-1%,-9%,-17%,-3%,-15%
C[C@@H]1CN([C@@H](C)CO)C(=O)c2cc(NC(=O)Nc3ccc(F)cc3)ccc2O[C@@H]1CN(C)Cc1ccc(Oc2ccccc2)cc1,/,0,-2%,?,-13%,/,10%,6%,-9%
N#CC1=C(N)S[C@H](C(=O)C23CC4CC(CC(C4)C2)C3)[C@H]1c1ccncc1,-21%,9,-6%,/,3%,?,-50%,-22%,?

Going on with the list.
SMILES,POLB inh,LDHA inh,APE1 inh,12-LOX inh,ERG-DNA inh,Anesthetic bind,RGS4 inhibitor,Pol kappa inh,Pol eta inh
O=C(c1ccco1)N1CCN(C(=O)c2cc3sccc3n2Cc2ccccc2)CC1,8%,2,-2%,0%,13%,-20%,-27%,-2%,-10%
COc1cc(OC)c(N(C)S(=O)(=O)c2cccc(C(=O)OCC(=O)N(C)C3CCCCC3)c2)cc1Cl,/,-8,/,180%[activator],/,/,-18%,-2%,?
O=C(OCCN1CCOCC1)c1ccc(O)cc1,1%,1,1%,?,-2%,-5%,-5%,12%,-8%
Cc1cc(C)c2cc(CN(CCO)C(c3nnnn3Cc3ccc(F)cc3)C(C)C)c(=O)[nH]c2c1 (centres undefined),-7%,/,1%,?,/,-14%,/,/,/
Cc1onc(-c2ccccc2)c1C(=O)NNC(=S)NC(=O)/C=C/c1ccccc1,17%,-6,-2%,?,/,-18%,3%,-9%,-12%
CCN1C[C@@H]2[C@@H]3C(=O)N(Cc4ccccc4)C(=O)[C@@H]3[C@](CC)(C1=O)N2C(=O)c1ccccc1,/,-7,/,-38%,6%,/,5%,-3%,-1%
Cc1cc(-c2ccc(C)c(S(=O)(=O)Nc3ccc(S(N)(=O)=O)cc3)c2)on1,-27%,-8,19%,?,4%,5%,8%,3%,-7%
COc1ccc2nc(NC(=O)C3CCN(S(=O)(=O)c4cccc5nsnc45)CC3)sc2c1,15%,0,-4%,0%,0%,-22%,21%,-15%,-4%
CC(C)Oc1ccc(S(=O)(=O)N2CCOCC2)cc1NC(=O)C1CCCCC1,/,-2,-3%,-3%,7%,/,-8%,-2%,-16%
CCO[C@@H]1OC(C(=O)N2CCN(Cc3ccccc3)CC2)=C[C@H](C2CC2)[C@H]1CCCO,?,-4,1%,11%,-7%,-4%,-12%,3%,-10%
CCn1c(SCC(N)=O)nnc1-c1ccc2c(c1)OCO2,25%,0,?,1%,-10%,-3%,5%,-10%,-15%
COc1ccc(CCNC(=O)CCCOc2ccc(Cl)cc2)cc1OC,-21%,-9,1%,0%,3%,-8%,-14%,-17%,-6%
O=C(COC(=O)CNC(=O)c1ccccc1)NCc1ccc2c(c1)OCO2,/,-6,30%,354%[activator],7%,/,6%,5%,-17%
O=C(CSc1nnc(-c2ccccn2)o1)Nc1ccccc1Cl,46%,3,9%,3%,7%,-12%,28%,0%,10%
CCCCC(=O)Nc1ccc2c3c(cccc13)C(=O)N2CC,5%,6,11%,20%,-3%,-7%,-34%,-6%,-14%
Cc1ccc(-n2c(-c3ccco3)nc3c(cnn3-c3ccc(C)cc3)c2=O)cc1,4%&30%,-1&-5,?,0%&-3%,-3%&1%,-4%&-5%,5%&24%,-17%&-14%,-10%&-10%
NC(=O)C1CCN(CCC(=O)Nc2cccc(Cl)c2)CC1,38%[activator],-4,-7%,0%,2%,-8%,-10%,-2%,6%
COC(=O)c1cccc(C23CC4(C2)[C@H](CN(CC2CCCCC2)[C@@H]4c2ccccc2)C3c2ccccc2)c1 (some centres undefined),-28%,1,-5%&-1%,?,5%,3%&6%,-16%,-4%,-19%
O=C(COc1ccc(C(=O)NCCc2ccccc2)cc1)Nc1ccccc1,21%,-3,0%,3%,-2%,-8%,-36%,2%,-14%
N#Cc1cccc(C(=O)OCC(=O)NCc2ccco2)c1,41%,-6,5%,-7%,20%,-5%,28%,-13%,11%
Cc1ccc(-c2nnc(Nc3cccc(Cl)c3)c3ccccc23)cc1S(=O)(=O)N1CCN(C)CC1,23%,-2,/,-9%,0%,4%,11%,-15%,9%
COc1ccc(NC(=O)/C=C/c2ccccc2)c([N+](=O)[O-])c1,11%,-11,0%,-22%,1%,-10%,-12%,-4%,-17%
